RPL19A-GFP yeast: alters RPL19A-GFP fluorescence in TOR pathway yeast screen. S. cerevisiae RPL19A-GFP strain, flow cytometry, 3 h; stronger effect = lower value. actives 0.3% (n = 330,000). percent response vs DMSO, % at 10 µM;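 active = percent response vs DMSO below 50%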;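 note: median channel GFP fluorescence of the barcoded RPL19A-GFP strain; ratio of sample median GFP to plate DMSO average so 100% = DMSO; lower means less RPL19A-GFP as with rapamycin TOR inhibition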
LAP4 TOR yeast: alters LAP4-GFP fluorescence in TOR pathway yeast screen; S. cerevisiae LAP4-GFP multiplex, flow cytometry GFP, 3 h; median GFP as percent of DMSO wells; GFP response vs DMSO, % at 10 µM; actives 0.34% (n = 320,000);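 active = GFP response vs DMSO above a set limit, about the screen mean plus 3 SD, cut at about 150% in these data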
CIT2-GFP yeast: alters CIT2-GFP fluorescence in TOR pathway yeast screen; actives 0.065% (n = 320,000); S. cerevisiae CIT2-GFP strain, flow cytometry, 3 h; 100 means same as DMSO wells; GFP response vs DMSO, % at 10 µM; AID 2029;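 active = GFP response relative to DMSO above a set limit, near the screen mean plus 3 SD, cut at about 150% in these data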;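 note: ratio of well median GFP fluorescence to mean of DMSO wells on the plate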
AHR activator: activators of human aryl hydrocarbon receptor | P35869 | AHR-responsive luciferase reporter cells, luminescence | activation, % at 5 µM | actives 2.5% (n = 320,000); in the data active = activation above about 47%;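 note: 0% = vehicle wells and 100% = reference agonist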
procasp7 counter: activates human procaspase-7, counter-screen for procaspase-3 activators | recombinant procaspase-7, Ac-DEVD-pNA absorbance 405 nm; D23A/D198A/D206A triple mutant, cannot self-cleave; scale: DMSO 0, 5 µM enzyme 100 | activation, % at 8.5 µM | actives 0.093% (n = 330,000) | AID 463210;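 active = percent activation above the screen-wide mean plus 3 SD, cut at about 25% in these data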
Target sequence (P55210 whole entry D23A/D198A/D206A): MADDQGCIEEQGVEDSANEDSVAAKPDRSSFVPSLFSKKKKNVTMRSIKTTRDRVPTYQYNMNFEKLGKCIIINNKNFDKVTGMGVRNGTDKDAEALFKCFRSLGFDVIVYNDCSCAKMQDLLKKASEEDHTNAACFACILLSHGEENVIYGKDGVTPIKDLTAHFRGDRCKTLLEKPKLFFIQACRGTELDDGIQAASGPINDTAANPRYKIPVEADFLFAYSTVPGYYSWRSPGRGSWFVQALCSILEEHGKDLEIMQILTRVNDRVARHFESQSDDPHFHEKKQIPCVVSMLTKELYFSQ
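System: Uncleavable procaspase-7 mutant enzyme; Amount: 2 µM procaspase-7 mutant as dispensed; Schedule: 1 h compound preincubation, 2 h substrate cleavage, 25 °C; Measured by: 405 nm absorbance of p-nitroaniline; Evaluation: percent activation from buffer-corrected 0–120 min absorbance change; Control set: low DMSO alone, high DMSO plus 5 µM PC-7.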
proCasp3 act: activates human procaspase-3; P42574; recombinant procaspase-3 D3A, Ac-DEVD-pNA absorbance 405 nm; activation, % at 8.5 µM; actives 0.11% (n = 330,000);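 active = activation above the mean of all tested compounds plus 3 SD, cut at about 21% in these data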;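 note: 0% = DMSO alone and 100% = DMSO wells spiked with extra 5 µM PC-3 D3A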
Target sequence (P42574 whole entry D9A/D28A/D175A): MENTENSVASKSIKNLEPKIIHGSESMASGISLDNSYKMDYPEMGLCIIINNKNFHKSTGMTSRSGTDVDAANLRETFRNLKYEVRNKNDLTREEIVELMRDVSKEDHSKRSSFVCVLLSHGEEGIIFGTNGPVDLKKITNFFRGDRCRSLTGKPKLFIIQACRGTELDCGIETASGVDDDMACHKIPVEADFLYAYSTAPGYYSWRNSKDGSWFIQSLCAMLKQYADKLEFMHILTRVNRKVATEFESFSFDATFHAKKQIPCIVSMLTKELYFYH
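Assay system: Procaspase-3 D3A mutant, all three cleavage aspartates alanine. Buffer or medium: Zinc-free HEPES saline buffer with Triton X-100. Times: 1 h compound preincubation, 2 h substrate hydrolysis at 25 °C. Measured by: 405 nm absorbance of p-nitroaniline, reads at 0 and 120 min. Read-out basis: percent activation relative to control range. Replicates: singlicate.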
MEP2-GFP yeast: yeast TOR pathway MEP2-GFP modulation; S. cerevisiae MEP2-GFP strain, flow cytometry GFP, 3 h; 100% = DMSO control level; GFP response vs DMSO, % at 10 µM; actives 0.51% (n = 330,000); AID 2016;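 active = GFP response versus DMSO above a set limit, roughly screen mean plus 3 SD, cut at about 180% in these data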;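 note: median GFP fluorescence of the barcode-gated MEP2-GFP cells per well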
AGP1-GFP MLPCN: yeast TOR pathway AGP1-GFP modulation | S. cerevisiae AGP1-GFP multiplex flow cytometry, 3 h; GFP as percent of DMSO wells | GFP response vs DMSO, % at 10 µM | actives 0.02% (n = 320,000) | AID 2066;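 active = GFP response relative to DMSO above a set limit, near screen average plus 3 SD, cut at about 150% in these data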;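 note: median GFP channel fluorescence of the gated AGP1 strain per well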
An asterisk follows results filed as active; · = not tested or not shown.

Compound,RPL19A-GFP yeast,LAP4 TOR yeast,CIT2-GFP yeast,AHR activator,procasp7 counter,proCasp3 act,MEP2-GFP yeast,AGP1-GFP MLPCN
O=c1nc(SCc2ccc(Cl)cc2)nc(-c2ccccc2)[nH]1,102,109,98,0,1,2,105,108
O=C(C/C=N\OCc1ccc([N+](=O)[O-])cc1)Nc1ccc(Cl)cc1,87,102,77,2,0,-2,92,87
O=C1CN(c2ccccc2)C(=O)N1,96,103,88,8,7,10,99,102
N#C/C(=C\c1ccc(-c2cccc(C(F)(F)F)c2)o1)C(=O)Nn1cnnc1,101,95,106,4,-4,3,105,101
O=C(NCc1ccc2c(c1)OCO2)c1c(O)c2cccc3c2n(c1=O)CCC3,94,93,92,4,13,-4,102,94
CCOC(=O)C1CCCN(C(=O)C2CCN(S(=O)(=O)c3cnc[nH]3)CC2)C1 (stereo not drawn),95,109,·,1,2,8,133,107
O=C(COC(=O)c1cccc(S(=O)(=O)N2CCc3ccccc32)c1)NC1CCS(=O)(=O)C1 (stereo not drawn),106,102,104,-1,14,4,103,109
Cc1ccc(-n2c(SCC(=O)NCc3cccs3)nnc2-c2ccoc2C)cc1,99,101,101,-1,-2,2,98,101
Cc1oc(-c2ccccc2Cl)nc1Cn1cccc1C1=NC(c2ccccc2)CO1 (stereo not drawn),97,92,108,2,11,8,98,94
O=[N+]([O-])c1ccc(S(=O)(=O)CC2CSc3nc4ccccc4n32)cc1 (stereo not drawn),103,95,96,2,2,-2,96,100
CCOC(=O)c1cc(-c2ccc(Cl)cc2)nc2onc(C)c12,94,88,95,0,4,6,87,89
CCOc1ccccc1NC(=O)C(=O)CC(=O)c1ccc(OC)cc1,103,99,96,4,-2,3,100,99
CC(=O)c1ccc(N2CCN(C(=O)c3ccc(Cn4c(=S)[nH]c5ccc(N6CCOCC6)cc5c4=O)cc3)CC2)cc1,95,107,106,9,-5,-6,111,101
COc1nc(Nc2ccc(O)cc2)nc(OC(C(F)(F)F)C(F)(F)F)n1,97,93,98,-4,9,-13,103,100
O=C(COc1cc2oc(=O)cc(-c3ccccc3)c2cc1Cl)NCc1ccccn1,99,97,97,5,-3,-4,99,103
COc1cccc(N(CC(=O)Nc2ccc3c(c2)OCO3)S(=O)(=O)c2ccccc2)c1,92,86,90,76*,1,-2,98,92
O=C(O)CN=C1NC2(CCCC2)Cc2ccccc21,97,113,96,-1,-1,-1,107,100
Cc1cc(C)c(C2=NOC3C4CCC(C4)C23)c(C)c1 (stereo not drawn),106,94,99,-1,8,-8,97,102
CCOc1cc(S(=O)(=O)N(CC)CC)ccc1Cl,96,109,93,-2,-3,4,99,102
O=C(NCCS(=O)(=O)N1CCN(c2cccc(Cl)c2)CC1)C1CCCC1,96,102,101,-1,0,5,102,105
CC(C(=O)Nc1ccccn1)c1ccccc1 (stereo not drawn),100,94,99,·,·,·,105,103
Cc1ncc(CC(=O)n2cc(C(=O)c3cc(F)ccc3O)cn2)s1,·,132,95,22,8,-5,96,100
CC(=O)c1cc2c(C)c(C(=O)c3ccccc3)oc2cc1O,104,95,97,12,-9,-9,112,92
O=C(CCc1nnc2ccc(NCc3ccc(Cl)cc3)nn12)NC1CCCCC1,99,105,97,3,-7,-1,100,102
COc1ccc(OC)c(C(=O)COC(=O)CN2C(=O)NC3(CCCCC3C)C2=O)c1 (stereo not drawn),96,111,64,1,-2,-7,103,84
Cc1ccc2c(c1)N(CC(=O)NCCCN1CCCCC1C)C(=O)c1cccnc1O2 (stereo not drawn),102,106,104,-1,0,-3,100,106
c1ccc(Oc2nc(-c3cccnc3)nc3ccccc23)cc1,91,127,79,31,-10,5,89,77
CC1Cc2ccccc2N1CC(=O)Nc1ccc(S(=O)(=O)N(C)C)cc1 (stereo not drawn),101,104,88,1,4,0,98,101
CCCCN1CC(=O)N2[C@H]3c4cc(Cl)ccc4OC[C@@H]3[C@H](c3ccccc3)[C@]2(C)C1=O,100,106,107,-4,9,5,116,101
COc1cccc(/C=C/C(=O)N2CC(C)OC(C)C2)c1OC (stereo not drawn),105,88,90,17,0,1,96,97
CC1=C(C(=O)Nc2ccccc2F)C(c2ccsc2)C2=C(CC(C)(C)CC2=O)N1 (stereo not drawn),107,91,103,5,-9,5,102,103
COc1cccc(N2CCc3c(C)nc4ccc(Cl)cc4c32)c1,106,89,92,·,·,·,99,98
FC(F)(F)c1cccc(-c2nnc3ccc(C(F)(F)F)cn23)c1,104,108,103,0,4,6,115,95
CC(C(=O)NC1CCCc2ccccc21)N1CCN(Cc2ccc3c(c2)OCO3)CC1 (stereo not drawn),97,102,96,1,4,8,98,96
O=c1[nH]nc(CNc2ccc(Cl)cc2Cl)c2ccccc12,95,101,92,-7,3,-3,104,96
COc1ccc(-n2c(SCC(N)=O)nnc2-c2ccco2)cc1,104,94,103,-1,6,-1,106,102
Cc1ccc(N=Cc2cc(Cc3ccccc3Cl)cc([N+](=O)[O-])c2O)c(O)c1,99,80,98,15,-28,-1,131,69
Cc1cc(N(CC(=O)NC(C)C)S(C)(=O)=O)ccc1Br,96,94,94,8,2,1,97,95
Cc1cc(F)ccc1S(=O)(=O)NCC(c1cccnc1)N1CCc2ccccc21 (stereo not drawn),97,96,95,5,5,0,103,101
O=C(O)c1ccc2c(=O)n(-c3ccccc3)c(=S)[nH]c2c1,97,101,102,-3,-2,-8,94,103

Full records, looked up by structure. Order of values: RPL19A-GFP yeast, LAP4 TOR yeast, CIT2-GFP yeast, AHR activator, procasp7 counter, proCasp3 act, MEP2-GFP yeast, AGP1-GFP MLPCN
Cc1ccc2c(c1)N(CC(=O)NCCCN1CCCCC1C)C(=O)c1cccnc1O2 (stereo not drawn) reads 102, 106, 104, -1, 0, -3, 100, 106
c1ccc(Oc2nc(-c3cccnc3)nc3ccccc23)cc1 reads 91, 127, 79, 31, -10, 5, 89, 77

The list continues:
Compound,RPL19A-GFP yeast,LAP4 TOR yeast,CIT2-GFP yeast,AHR activator,procasp7 counter,proCasp3 act,MEP2-GFP yeast,AGP1-GFP MLPCN
CCOc1ccc(N2C(=O)CSC2=NC#N)cc1,90,88,83,4,-12,8,88,88
Cc1ccc(NC(=O)c2cnc3ccccc3n2)cc1C,92,107,95,24,13,4,95,100
C=CCNC(=O)CN(c1cc(Cl)ccc1OC)S(=O)(=O)c1ccc(C)c([N+](=O)[O-])c1,104,104,113,0,-1,1,108,105
CCCCOc1ccc(C(=O)NCC(=O)NCc2ccccn2)cc1,108,107,115,19,5,-13,115,112
COC(=O)CNC(=O)C1CCCN1C(=O)CNC(=O)OC(C)(C)C (stereo not drawn),102,107,102,5,-2,1,120,105
COC(=O)Cn1c(=NC(=O)CSC(C)=O)sc2ccccc21,96,100,94,1,12,-1,98,96
Cc1ccc(NC(=O)C2CCN(S(=O)(=O)c3cccnc3)CC2)cc1C,102,98,98,3,6,2,96,101
Cc1cnc(CNC(=O)CC2C(=O)NCCN2Cc2ccccc2F)cn1 (stereo not drawn),102,96,99,-4,10,5,104,102
NC(=O)N/N=C/c1ccc(-c2cccc(C(F)(F)F)c2)o1,94,93,102,78*,9,-1,99,96
CCOc1ccc(C2C(C(=O)OC)=C(C)N=C3SCCC(=O)N32)cc1OCC (stereo not drawn),103,99,103,0,-14,-4,109,104
Cc1ccccc1NC(=O)N1CCC(NC(=O)C2CCCCC2)CC1,104,102,107,2,-1,6,105,101
COc1ccc(CNC(=O)c2cc3c(=O)[nH]c4ccccc4c3n2C)cc1,100,102,101,0,8,-2,105,106
COC(=O)c1ccc(C23CC4(C2)[C@H](CN(Cc2ccc(-c5ccccc5)cc2)[C@@H]4c2ccccc2)C3c2ccc(Cl)nc2)cc1 (stereo partly drawn),95,108,70,4,7,1,92,82
CC(=O)c1ccc(O)c(CO)c1,103,95,106,0,10,-1,100,99
CC(=O)C1C(c2cn(-c3ccccc3)nc2-c2cccs2)NC(=O)NC1(O)C(F)(F)F (stereo not drawn),101,93,102,-3,-7,-7,91,97
CC(C)C(=O)Nc1ccc(NC(=O)c2ccc(COc3ccccc3)cc2)cc1,108,98,107,1,2,-2,112,105
CC(C)OC(=O)c1nnn(-c2nonc2N)c1CN1CCCCCC1,110,110,114,-4,9,-2,109,111
Cc1onc(-c2ccccc2)c1CNS(=O)(=O)c1cccc(Cl)c1,98,109,98,3,-1,-7,98,100
CCC(NC(=O)C1CCCC1)c1ccc(C)cc1 (stereo not drawn),100,98,96,-1,6,4,106,96
CC1CCN(c2c(NCC3CCC(C(=O)NCCC4=CCCCC4)CC3)c(=O)c2=O)CC1 (stereo not drawn),97,115,99,22,2,7,97,107
CCOC(=O)c1c(NC(=O)Cc2ccccc2)sc2c1CC(C)(C)NC2(C)C,101,101,103,-3,1,8,99,100
O=C(COc1ccc([N+](=O)[O-])cc1)Nc1ccc(C(=O)NCc2cccnc2)cc1,97,94,89,6,2,-12,105,101

Screening results as filed in PubChem BioAssay.
